# Screening data deposited in PubChem by National Center for Advancing Translational Sciences (NCATS).
# ERK EGF block: inhibitors of EGF-stimulated ERK signaling pathway; HEK293-V1b, EGF-stimulated phospho-ERK AlphaScreen; Potency, µM (top dose mostly 11.5 µM), without a hit: at the highest dose activity change, negative = inhibition, most hits filed as inhibitors; 130,000 tested, 0.41% active; AID 1454; active means well fitted inhibition curve with a large enough effect; inconclusive means small, poorly fitted or top-dose-only effect, or effect the other way;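 further: plate controls were stimulated vehicle wells for no effect and unstimulated vehicle basal for full effect; nearly all actives have a fitted effect of over 55% in size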
#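 EGF-stimulated (25 nM, 5 min) phospho-ERK in HEK293 cells stably expressing V1b, cells pretreated 30 min with compound at 37C. Homogeneous AlphaScreen read on lysates.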
# Numbers without * were called inactive; ? = inconclusive; & = joins results of further samples; [ ] = remark or other dose. Potency means the concentration at half of the fitted maximal effect. An excerpt; the hit share may differ from the screen's.
SMILES,ERK EGF block
CCC(C)c1ccccc1NC(=O)COC(=O)c1ccc2[nH]c3c(c2c1)CCCC3 (centres undefined),0%
CC(=O)NS(=O)(=O)c1ccc(N=NN2CCOCC2)cc1,-4%
CC1CCCC(=C\c2ccccc2)/C1=N/O (centres undefined),8%
CC1CN(C(=O)c2ccccc2Oc2ccccc2)CC(C)O1 (centres undefined),-12%
O=C1c2ccccc2C(=O)C12OC2c1cccc2ccccc12 (centres undefined),?
c1cc2c3c(cccc3c1)NC1(CCC3(CC1)Nc1cccc4cccc(c14)N3)N2,7%[57.5 µM]
Cc1sc2ncnc(OCC(=O)NCc3cccs3)c2c1C,4%
CN(C)CCC=C1c2ccccc2CCc2ccccc21,19%
CC(=O)N1[C@H](C)C=C[C@]1(Cc1ccccc1)C(=O)NCCN1CCOCC1,7%
O=C(CSCc1c[nH]c(=O)[nH]c1=O)OCC(=O)c1ccc(Br)cc1,-8%
Cc1nnc(SC(C)C(=O)Nc2ccc(S(=O)(=O)NC3CCCCC3)cc2)s1 (centres undefined),11%
CCOC(=O)c1sc(NC(=O)CSc2nc3ccccc3s2)c(C(=O)OCC)c1C,7%
N#Cc1ccccc1OCC(=O)OCC(=O)N1CCN(C(=O)c2ccco2)CC1,-5%
O=C1C=CC(=O)N1Nc1ccc(Br)cc1,4%
CCOC(=O)c1ccc2nc(NC(=O)c3ccco3)sc2c1,5%
Cc1onc(-c2ccccc2)c1CNC(=O)Nc1ccc(F)cc1F,1%[57.5 µM]
CCOc1ccc(N/C(C)=C\C(=O)c2ccc3c(c2)OCCO3)cc1,?
CN1CCN(C(=O)CSc2nc(-c3ccco3)cc(C(F)(F)F)n2)CC1,3%
O=C1CSC(c2ccccc2Cl)N1 (centres undefined),1%
O=c1[nH]c2ccccc2s1,-19%

# Two successive records already listed, for reference:
SMILES,ERK EGF block
CCC(C)c1ccccc1NC(=O)COC(=O)c1ccc2[nH]c3c(c2c1)CCCC3 (centres undefined),0%
CC(=O)NS(=O)(=O)c1ccc(N=NN2CCOCC2)cc1,-4%

# (cont.)
SMILES,ERK EGF block
CCOC(=O)c1nc(Nc2cccc(C)c2)c2ccccc2n1,4%
COc1ccnc(-n2cccc2C#N)c1C#N,-16%[57.5 µM]
COCCn1c(SCC(=O)c2ccccc2)nc2c(c1=O)SCC2,?
O=C(N/C(=C/c1cccs1)C(=O)N1CCOCC1)c1cccs1,-24%
Cc1ccc(C)c(S(=O)(=O)N=Nc2c(O)[nH]c3ccccc23)c1,5%
COc1ccc(N2CCN(C(=O)Cc3coc4cc(C)ccc34)CC2)cc1,-9%
CN(C(=O)COc1ccc(Cl)cc1)c1nnc(C23CC4CC(CC(C4)C2)C3)s1,6%[57.5 µM]
CS(=O)(=O)N1CCN(c2ccc(NC(=S)NC(=O)c3ccccc3[N+](=O)[O-])cc2)CC1,2%[57.5 µM]
O=C(/C=C/c1ccco1)NCCCN1CCOCC1,3%
C[C@]12CCC3c4ccc(O)cc4CCC3C1CCC2OC(=O)CCC1CCCC1 (some centres undefined),7%
COc1ccc(/C=C/C(=O)OCC(=O)Nc2ccc(N3CCOCC3)cc2)cc1OC,-1%[57.5 µM]
O=C(NNC(=O)c1ccc2c(c1)OCO2)NC12CC3CC(CC(C3)C1)C2,-2%
Cc1ccc(-c2nn3c(C)nnc3s2)cc1NC(=O)CSc1ccc(Cl)cc1,-2%
CCOC(=O)c1c(-c2ccc(OCC)cc2)csc1NC(=O)CCN1C(=O)c2ccccc2C1=O,13%
COc1ccc(/C(C)=N/NS(=O)(=O)c2ccccc2)c(OC)c1,4%
CCCc1nn(C)c2c(=O)[nH]c(-c3ccccc3OCC)nc12,17%
Oc1c(Br)cc(Br)cc1CNc1ccc(F)cc1,2%
CCN(CC(=O)Nc1cccc(S(N)(=O)=O)c1)Cc1nc2ccccc2c(=O)[nH]1,?
NC(=O)c1cccnc1Nc1ccccc1F,10%
CC(C)OC(=O)c1ccc(COC(=O)c2cccc(-c3nnc(-c4ccccc4)o3)c2)cc1,3%

# Arranged by molar mass (low to high): 20 of the compounds above.
SMILES,ERK EGF block
O=c1[nH]c2ccccc2s1,-19%
O=C1CSC(c2ccccc2Cl)N1 (centres undefined),1%
COc1ccnc(-n2cccc2C#N)c1C#N,-16%[57.5 µM]
NC(=O)c1cccnc1Nc1ccccc1F,10%
O=C(/C=C/c1ccco1)NCCCN1CCOCC1,3%
CCOC(=O)c1nc(Nc2cccc(C)c2)c2ccccc2n1,4%
CCCc1nn(C)c2c(=O)[nH]c(-c3ccccc3OCC)nc12,17%
Cc1ccc(C)c(S(=O)(=O)N=Nc2c(O)[nH]c3ccccc23)c1,5%
O=C(N/C(=C/c1cccs1)C(=O)N1CCOCC1)c1cccs1,-24%
COCCn1c(SCC(=O)c2ccccc2)nc2c(c1=O)SCC2,?
COc1ccc(N2CCN(C(=O)Cc3coc4cc(C)ccc34)CC2)cc1,-9%
Oc1c(Br)cc(Br)cc1CNc1ccc(F)cc1,2%
CN1CCN(C(=O)CSc2nc(-c3ccco3)cc(C(F)(F)F)n2)CC1,3%
C[C@]12CCC3c4ccc(O)cc4CCC3C1CCC2OC(=O)CCC1CCCC1 (some centres undefined),7%
CN(C(=O)COc1ccc(Cl)cc1)c1nnc(C23CC4CC(CC(C4)C2)C3)s1,6%[57.5 µM]
COc1ccc(/C=C/C(=O)OCC(=O)Nc2ccc(N3CCOCC3)cc2)cc1OC,-1%[57.5 µM]
Cc1ccc(-c2nn3c(C)nnc3s2)cc1NC(=O)CSc1ccc(Cl)cc1,-2%
CC(C)OC(=O)c1ccc(COC(=O)c2cccc(-c3nnc(-c4ccccc4)o3)c2)cc1,3%
CS(=O)(=O)N1CCN(c2ccc(NC(=S)NC(=O)c3ccccc3[N+](=O)[O-])cc2)CC1,2%[57.5 µM]
CCOC(=O)c1c(-c2ccc(OCC)cc2)csc1NC(=O)CCN1C(=O)c2ccccc2C1=O,13%

# (listing goes on)
SMILES,ERK EGF block
COc1cc(NC(=S)Nc2cccc(C)n2)cc(OC)c1OC,1%
COc1ccc(C2c3ccc4ccccc4c3Oc3ncn(CCCO)c(=N)c32)cc1OC (centres undefined),-10%[57.5 µM]
Cc1cc(Nc2ccccc2)n(C(=O)c2ccc(Cl)cc2)n1,2%
Cc1ccc(S(=O)(=O)n2nnc3ccccc32)c(C)c1C,-4%
N/C(=N\OC(=O)c1ccccc1)c1cccnc1,-8%
Cc1ccc(-c2nc(Cl)nc3ccccc23)cc1,-4%
O=S(=O)(Nn1cnnc1)c1ccc2ccccc2c1,-4%
COc1ccc(/C=C/C(=O)c2ccc(O)cc2O)cc1OC,-3%
CCOC(=O)C1=C(C)NC(=O)CC1c1cc2c(cc1[N+](=O)[O-])OCO2 (centres undefined),0%
COc1ccc(C)cc1NC(=O)c1ccc(CN2CCN(c3ccccc3)CC2)cc1,0%
COC(=O)c1ccc(COc2ccc(/C=N/N3CCN(C)CC3)cc2)cc1,-2%
CC(c1ccccc1)N1CCc2[nH]c(=S)[nH]c(=O)c2C1 (centres undefined),?
CCN(CC)CCCn1c(-c2ccccc2)nc2c(NCCOC)nc(C)nc21,6%
CCN(CC)c1ccc(/C=C2\SC(=O)N(C(C)C)C2=O)o1,?
CCCCc1ccc(NC(=O)N[C@@H](CC(C)C)C(=O)O)cc1,13%[57.5 µM]
CCN(CC)S(=O)(=O)c1cccc(NC(=O)c2cc(=O)[nH]c3ccccc23)c1,8%
CC12CCC(C/C1=N/OC(=O)c1cccc([N+](=O)[O-])c1)C2(C)C (centres undefined),3%
Cc1ccc(F)c(NC(=O)c2ccc(Cn3cc(Cl)cn3)cc2)c1,-10%
O=C(O)c1ccc(N/N=C/c2cc3c(cc2[N+](=O)[O-])OCO3)cc1,-1%
Cc1ccccc1C(=O)Nc1c(-c2cccs2)c(=O)c2ccccc2n1C,-1%[57.5 µM]
Cc1nn(Cc2ccc(Cl)cc2)c(C)c1NC(=O)CSc1n[nH]c(C)c1[N+](=O)[O-],-1%
O=C(CN1C(=O)C2(OCCO2)c2ccccc21)c1ccc(Cl)cc1,11%
Cc1cc(-c2cc(C(=O)NC3CCCC3)on2)nc(NC2CCCC2)n1,-1%[57.5 µM]
O=C(NC(=S)N1CCOCC1)C12CC3CCC(CC(C3)C1)C2,11%
C#CCOCCOCCOCCNc1nc(N2CCN(C(=O)Cn3cc(CC(C)O)nn3)CC2)nc(N2CCN(C(=O)Cn3cc(CC(C)O)nn3)CC2)n1 (centres undefined),-8%
COC(=O)c1oc2ccccc2c1NC(=O)/C=C/C(=O)O,6%
Oc1ccc(Br)cc1/C=N/Nc1nc(N2CCCCC2)nc(N2CCOCC2)n1,-7%
Cc1ccc(Cl)cc1NC(=S)N(C)N,0%[57.5 µM]
O=C(Nc1ccccc1)/C(=C/c1ccc([N+](=O)[O-])cc1)NC(=O)c1ccccc1,15%
CC(=O)c1c(C)[nH]c(C(=O)OCc2ccc(Br)cc2)c1C,-8%
Cc1ccc2c(c1)C1CN(C)CCC1N2C(=O)c1ccc(Cl)c(S(=O)(=O)N2CCOCC2)c1 (centres undefined),6%
Cc1cc(C)n(-c2ccc(F)cc2CN2CCN(Cc3ccccc3)C(CCO)C2)n1 (centres undefined),-5%
Cc1ccc(-n2nnnc2-c2cnn(-c3cccc(F)c3)c2C(F)(F)F)cc1,5%
CCn1c(SCC(N)=O)nc2cc(S(=O)(=O)N3CCOCC3)ccc21,-4%
Cc1ccc(SCC(=O)Nc2ccc(N3CCOCC3)cc2)cc1,0%
COc1cccc(C2SCC(=O)N2c2ccc(Br)cc2)c1OC (centres undefined),-7%
Cc1ccccc1C(=O)OCCN(C)Cc1ccccc1,1%
CCC(=O)c1ccc(N2CCN(C(=O)COc3ccccc3F)CC2)c(F)c1,-1%
CC(=O)C1C(c2cccc([N+](=O)[O-])c2)C2C(C)=NN=C2CC1(C)O (centres undefined),-1%
CCOc1cc(/C=C2\SC(=S)N(NC(=O)c3cccnc3)C2=O)ccc1O,-1%
CCc1ccccc1NC(=O)CSc1nnc([C@@H](N)Cc2ccccc2)o1,5%[57.5 µM]
COc1ccc(-n2c(-c3ccccc3)c[n+]3c2CCC3)cc1,3%[57.5 µM]
CNc1ccc(/C=C(\CCC(=O)O)c2nc3ccccc3s2)cc1[N+](=O)[O-],-5%
COc1ccc(CCNC(=O)Nc2ccc3c(c2)OCO3)cc1OC,6%
COc1cccc(N=Nc2c(N)[nH][nH]c2=O)c1,5%
COC(=O)c1cc(-c2ccc(Cl)cc2)n[nH]1,-5%
Cc1cccc(NC(=S)NCC(c2ccccc2)N(C)C)c1 (centres undefined),5%
COC(=O)c1sccc1N/N=C/c1cccc(OC)c1O,-5%
CC(C)C[C@@H](CC(=O)N[C@H](CC(=O)N[C@@H]1CCNC[C@H]1C(=O)N[C@H](CC(=O)N[C@@H](CCC(=O)O)CC(=O)O)CC(C)C)C(C)C)NC(=O)[C@@H]1CNCC[C@H]1N,3%
O=C(/C=C/c1ccc(Cl)c(Cl)c1)N1CCc2ccccc21,3%
Cc1ccc2c(c1)C(=O)N(CCCCO)C2=O,-5%
COc1ccc(-c2csc3nc(-c4cccnc4)nc(Cl)c23)cc1OC,2%
C=C1CCN([C@@H](C)C(=O)NCc2ccc(OC)cc2)S(=O)(=O)c2ccccc21,-18%[57.5 µM]
Cc1cccc(OCCNC(=O)c2cccc(Oc3ccc(C(F)(F)F)cc3[N+](=O)[O-])c2)c1,1%
CCOc1ccccc1NC(=O)C(OC(=O)C1CC1)c1ccccc1 (centres undefined),2%[57.5 µM]
CC1(C)CC(=O)c2c(nn(-c3ccccc3)c2-c2ccncc2)C1,7%
CS(=O)(=O)N1CCN=C1SCc1ccc([N+](=O)[O-])cc1,4%
O=C1CCC(=O)N1c1cccc(OS(=O)(=O)c2ccccc2)c1,8%
C/C(N)=C(/C#N)C(=O)COC(=O)CNS(=O)(=O)c1c(F)cccc1F,2%
CCOc1ccc(NC(=O)CCCCn2c(=O)[nH]c3ccsc3c2=O)cc1,6%

# (more compounds)
SMILES,ERK EGF block
Cc1nc(-c2ccc(S(=O)(=O)N3CCN(C4c5ccccc5-c5ccccc54)CC3)s2)cs1,-1%[57.5 µM]
CC(CCc1ccccc1)NC(=O)CN1CCSc2ccccc21 (centres undefined),-12%[57.5 µM]
Cc1ccc2nc(-c3ccc(NC(=O)CN(C)S(=O)(=O)c4ccccc4)cc3)sc2c1,-6%
Cc1ccc(S(=O)(=O)NC(=O)NN2CC3CCCC3C2)cc1 (centres undefined),24%&0%
COCCn1c(/C=C/c2ccccc2)nc2ccccc21,-3%[57.5 µM]
O=C(CC(NC(=O)c1ccccc1Cl)c1ccccc1)NCCc1ccc(Cl)cc1 (centres undefined),-13%
O=c1cc(-c2ccc(F)cc2F)[nH]c2ccccc12,1%
c1ccc(-c2ccc(C3=Nn4c(nnc4-c4cccs4)SC3)cc2)cc1,8%[57.5 µM]
CCOC(=O)c1c(NC(=O)C2C3C=CC(C3)C2C(=O)O)sc2c1CC(C)(C)OC2 (centres undefined),-7%
Cc1cccc(CNc2cc(-c3ccoc3)ncn2)c1,32%
Cc1sc(NC(=O)c2ccco2)c(C(=O)c2ccc(Cl)cc2)c1C,9%
CN(c1ccccc1)S(=O)(=O)c1cccc(NC(=O)CN2CCCc3ccccc32)c1,?
Cc1ccc(S(=O)(=O)N2CCCOC2CNC(=O)C(=O)NCc2ccncc2)cc1 (centres undefined),-10%
CCN1CC(CN(C)Cc2cn(-c3ccc(C)cc3)nc2-c2ccc(F)cc2)CC1=O (centres undefined),3%
S=c1[nH]ccn1-c1ccccc1Cl,6%&20%[57.5 µM]
Cc1nc(S(=O)(=O)c2ccc(Br)cc2)nc2c1CCC2,4%
COc1ccc(CSc2nnc3[nH]c(=O)cc(N)n23)cc1,-4%
O=C(Nc1ccc(F)cc1)C1CC(=O)n2c(nc3ccccc32)N1 (centres undefined),3%
Cn1c(SCC(=O)NNC(=O)Nc2ccc(Cl)cc2)nnc1-c1ccccc1,7%[57.5 µM]
CC(C)(C)OC(=O)[C@H](Cc1ccccc1)NC(=O)c1[nH]cnc1C(=O)Nc1ccc(Cl)cc1,-4%[57.5 µM]
